pPAFAH inh: pPAFAH (human) enzyme inhibition; Q13093; recombinant pPAFAH, FP-rhodamine probe fluorescence polarization; inhibition, % at 3.39 µM; actives 1.5% (n = 330,000); AID 463082;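 active means inhibition above the mean inhibition across the screen plus 3 SD, cut at about 25% in these data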;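 further: inhibitors block binding of the rhodamine activity-based probe so polarization drops; 0% = enzyme with DMSO and 100% = wells lacking pPAFAH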
PAD4 inh: PAD4 (human) enzyme inhibition; recombinant PAD4, RCA probe fluorescence polarization; inhibition, % at 6.36 µM; actives 0.41% (n = 330,000);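 active means percent inhibition above a cutoff equal to the mean of all tested compounds plus 3 SD, cut at about 15% in these data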;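 further: 0% = PAD4 with RCA probe and DMSO and 100% = probe without PAD4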
PAFAH1B2 inh: blocks human PAF acetylhydrolase 1b catalytic subunit 2 | P68402 | recombinant PAFAH1B2, FP-rhodamine activity probe, fluorescence polarization | inhibition, % at 3.39 µM | actives 1.2% (n = 340,000) | AID 492953;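 active means inhibition above the mean of all tested compounds plus 3 SD, cut at about 24% in these data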;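 further: 0% = enzyme with DMSO and 100% = wells lacking PAFAH1B2; many of its hits are not listed in these tables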
PAFAH1B3 FP inh: blocks human PAF acetylhydrolase 1B catalytic subunit 3. Q15102. recombinant PAFAH1B3, FP-rhodamine probe, fluorescence polarization. inhibition, % at 3.39 µM. actives 0.28% (n = 340,000). AID 492972;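 active means inhibition above the screen-wide average of all tested compounds plus 3 SD, cut at about 25% in these data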;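 further: 0% = enzyme with DMSO only and 100% = wells lacking PAFAH1B3 protein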
LYPLA1 inh: LYPLA1 (human) inhibition in PME1 counter-screen; O75608; recombinant LYPLA1, FP-Rh probe fluorescence polarization; inhibition, % at 5.9 µM; actives 0.16% (n = 320,000); AID 2174;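 active means inhibition above the mean of all tested compounds plus 3 SD, set per campaign, cut at about 14% in these data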;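 further: inhibitors block serine hydrolase probe labeling of LYPLA1 so polarization falls; 0% = enzyme with DMSO and 100% = wells lacking LYPLA1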
Target sequence (O75608 whole entry, looked up): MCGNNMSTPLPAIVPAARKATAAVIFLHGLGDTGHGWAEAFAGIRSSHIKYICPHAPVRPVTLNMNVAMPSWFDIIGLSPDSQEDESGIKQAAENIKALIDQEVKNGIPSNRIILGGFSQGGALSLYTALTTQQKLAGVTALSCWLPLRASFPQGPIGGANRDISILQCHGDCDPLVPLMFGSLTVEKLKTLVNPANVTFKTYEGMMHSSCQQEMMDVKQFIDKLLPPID
GSTO1 counter: GSTO1 inhibition, counter-screen for RBBP9 inhibitors. actives 1.1% (n = 300,000). recombinant GSTO1, activity-based probe fluorescence polarization. AID 1974. inhibition, % at 5.96 µM;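 active means inhibition above the campaign mean inhibition plus 3 SD, cut at about 35% in these data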;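 further: 0% = GSTO1-1 with DMSO and 100% = wells lacking GSTO1-1 enzyme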
PREPL inhibitor: inhibitors of human prolyl oligopeptidase-like enzyme PREPL. Q4J6C6. recombinant PREPL, fluorescence polarization activity-based probe. inhibition, % at 5.96 µM. actives 0.68% (n = 320,000). AID 2751; in the data active means inhibition above about 43%;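 further: 0% = enzyme with DMSO and 100% = wells lacking enzyme; many of its hits are not listed in these tables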
Target sequence (Q4J6C6 whole entry, looked up): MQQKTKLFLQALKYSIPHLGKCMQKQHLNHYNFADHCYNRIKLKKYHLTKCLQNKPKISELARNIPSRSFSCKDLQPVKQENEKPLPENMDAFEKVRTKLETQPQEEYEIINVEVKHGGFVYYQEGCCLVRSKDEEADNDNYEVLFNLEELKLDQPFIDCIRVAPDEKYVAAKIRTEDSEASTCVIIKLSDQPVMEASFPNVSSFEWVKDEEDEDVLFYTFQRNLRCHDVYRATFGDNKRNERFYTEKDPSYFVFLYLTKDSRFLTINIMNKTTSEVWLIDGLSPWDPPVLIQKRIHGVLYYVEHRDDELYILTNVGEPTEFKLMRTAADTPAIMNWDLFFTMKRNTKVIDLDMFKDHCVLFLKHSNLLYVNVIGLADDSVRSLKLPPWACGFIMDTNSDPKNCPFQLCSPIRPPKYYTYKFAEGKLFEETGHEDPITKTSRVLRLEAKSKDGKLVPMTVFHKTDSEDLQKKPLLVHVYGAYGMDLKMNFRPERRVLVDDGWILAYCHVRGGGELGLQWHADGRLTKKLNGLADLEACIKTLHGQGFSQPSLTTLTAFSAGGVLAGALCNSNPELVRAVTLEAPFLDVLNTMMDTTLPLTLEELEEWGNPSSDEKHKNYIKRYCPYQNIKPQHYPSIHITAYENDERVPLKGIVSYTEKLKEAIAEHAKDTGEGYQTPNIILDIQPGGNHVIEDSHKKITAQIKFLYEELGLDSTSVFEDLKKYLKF
LYPLA2 inh: blocks human lysophospholipase 2, a PME1 counter-screen; inhibition, % at 5.9 µM; recombinant LYPLA2, FP-Rh probe fluorescence polarization; actives 0.38% (n = 320,000);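 active means inhibition above the screen-wide mean plus 3 SD, limit set per campaign, cut at about 26% in these data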;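 further: 0% = LYPLA2 with DMSO and 100% = wells lacking LYPLA2 enzyme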
PAFAH2 inh: inhibitors of human PAFAH2; Q99487; recombinant PAFAH2, FP-rhodamine activity probe, fluorescence polarization; inhibition, % at 3.39 µM; actives 0.99% (n = 340,000);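 active means inhibition above the mean over all tested compounds plus 3 SD, cut at about 30% in these data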;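 further: inhibitors block probe labeling of enzyme so polarization drops; 0% = enzyme with DMSO and 100% = wells lacking PAFAH2 protein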
* hit, by the source's call; . = not tested or not shown.

The first three records, to show the layout:
Below each SMILES: LYPLA1 inh, LYPLA2 inh, PREPL inhibitor, PAFAH1B2 inh, PAD4 inh, PAFAH1B3 FP inh, PAFAH2 inh, GSTO1 counter, pPAFAH inh
- CCN1CCN(c2ccc(NC(=O)c3cccnc3)cc2Cl)CC1
→ 0, 5, -7, 7, 4, -5, 1, -2, 2
- Nc1nnnn1/N=C/c1ccc(O)cc1
→ -1, -2, 5, 6, -4, 8, -9, 5, 0
- COc1cc2[nH]c(=O)n(CCCCCC(=O)NCCCN3CCC(C)CC3)c(=O)c2cc1OC
→ -1, -2, 9, 2, 0, -2, 7, 4, 1

The whole of this part, previewed entries included:
Below each SMILES: LYPLA1 inh, LYPLA2 inh, PREPL inhibitor, PAFAH1B2 inh, PAD4 inh, PAFAH1B3 FP inh, PAFAH2 inh, GSTO1 counter, pPAFAH inh
- CCN1CCN(c2ccc(NC(=O)c3cccnc3)cc2Cl)CC1
→ 0, 5, -7, 7, 4, -5, 1, -2, 2
- Nc1nnnn1/N=C/c1ccc(O)cc1
→ -1, -2, 5, 6, -4, 8, -9, 5, 0
- COc1cc2[nH]c(=O)n(CCCCCC(=O)NCCCN3CCC(C)CC3)c(=O)c2cc1OC
→ -1, -2, 9, 2, 0, -2, 7, 4, 1
- COc1ccccc1/C=C(/C(=O)OCC(=O)Nc1ccc(N(C)C)cc1)c1ccccc1
→ -7, 9, 10, -1, -4, 11, 2, -9, 12
- Cc1ccc(C)c(NS(=O)(=O)c2ccc3c(c2)NC(=O)CCS3)c1
→ 0, 5, -1, 3, -2, 2, 12, -1, 6
- COc1ccccc1S(=O)(=O)Cc1ccc(C(=O)NCC(OC)OC)o1
→ -2, -3, 6, 4, -1, -3, 2, 7, -2
- Cc1ccc(S(=O)(=O)NNC(=S)Nc2c(Cl)cccc2Cl)cc1
→ 2, 2, 2, 7, 4, 5, -8, 5, -2
- Cc1cc(C)c(C(N)=O)c(SCC(=O)c2cc(C)c(C)cc2C)n1
→ -7, -1, -4, 10, 5, 5, 1, 6, 5
- COc1cccc(/C=N/Nc2ccnc(=O)[nH]2)c1O
→ -1, -2, 3, -11, -3, 11, -1, -23, 3
- Cc1cc(-c2cccs2)c(C#N)c(=S)[nH]1
→ -2, -5, -6, 1, 2, 7, -3, -3, 0
- Nc1ccccc1OCCOCCOc1ccccc1N
→ 0, 0, 14, 2, -1, 9, 0, 1, -3
- Clc1cccc(C2CCN(Cc3nc(COc4ccccc4)no3)C2)c1 (configuration not stated)
→ -6, 0, -1, 3, -1, 9, 9, 9, 19
- O=C(/C=C/Nc1ccc(S(=O)(=O)Nc2ncccn2)cc1)c1ccc2ccccc2c1
→ 2, -2, 0, -3, -5, 1, 5, 2, -1
- CCCCC(=O)NCc1ccc2c(c1)cc(C)n2C
→ -3, 2, 3, 5, 3, 5, 3, -2, 3
- O=C(c1ccco1)N1CCN(Cc2cc(=O)c(OCc3ccccc3F)co2)CC1
→ 3, 6, 2, 8, -4, 9, 7, 4, 4
- COCc1cc(C)nc2sc(C(=O)Nc3nccs3)c(N)c12
→ 2, 3, 7, 4, -2, 3, 12, -3, 8
- CCOC(=O)c1ccccc1NC(=S)N1CCN(C(=O)c2ccco2)CC1
→ 3, 1, -4, 3, -3, 14, 3, -1, 9
- COc1ccccc1N(CC(=O)NC(C)(C)C)C(=O)c1ccc(Cl)nc1
→ 0, 2, -3, 2, -1, 0, 3, 4, -2
- O=C(COC(=O)c1cnccn1)NCc1ccccc1
→ -3, 2, 9, 0, 0, 6, 3, 3, 11
- Cc1ccc(NC(=O)c2ccccc2-c2cc(C)no2)cc1
→ -1, 0, 0, 4, -5, 6, -9, -8, 2

Another view of two compounds above.
Cc1ccc(S(=O)(=O)NNC(=S)Nc2c(Cl)cccc2Cl)cc1
  LYPLA1 inh = 2; LYPLA2 inh = 2; PREPL inhibitor = 2; PAFAH1B2 inh = 7; PAD4 inh = 4; PAFAH1B3 FP inh = 5; PAFAH2 inh = -8; GSTO1 counter = 5; pPAFAH inh = -2
CCOC(=O)c1ccccc1NC(=S)N1CCN(C(=O)c2ccco2)CC1
  LYPLA1 inh = 3; LYPLA2 inh = 1; PREPL inhibitor = -4; PAFAH1B2 inh = 3; PAD4 inh = -3; PAFAH1B3 FP inh = 14; PAFAH2 inh = 3; GSTO1 counter = -1; pPAFAH inh = 9

New compounds follow:
Below each SMILES: LYPLA1 inh, LYPLA2 inh, PREPL inhibitor, PAFAH1B2 inh, PAD4 inh, PAFAH1B3 FP inh, PAFAH2 inh, GSTO1 counter, pPAFAH inh
- COc1ccc(Cn2c(-c3ccc(OC)c(O)c3)nc3ccccc32)cc1O
→ -4, 2, 2, 1, -2, 10, -4, 6, 3
- O=C(NCc1cccnc1)c1ccc(-c2cccc(Cl)c2Cl)o1
→ -12, -6, -9, -3, -4, 5, 3, -4, 8
- CCN(C[C@H]1N[C@@](Cc2ccccc2)(C(=O)OC)[C@H]2C(=O)N(C)C(=O)[C@@H]12)S(=O)(=O)c1ccc(OC(F)(F)F)cc1
→ ., ., 5, 3, -2, 1, 3, ., -2
- COCC(=O)N(C)C1(c2nnnn2CCOC(=O)Nc2ccc(Cl)cc2)CCCC1
→ 0, 4, 14, 6, -4, 8, 0, 5, 1
- C=CCn1c(-c2ccc(=O)n(Cc3ccccc3)c2)n[nH]c1=S
→ -2, 0, -7, ., -8, ., ., -7, 3
- O=C(Nc1c(C(=O)C2CC2)oc2ccccc12)c1ccc(Cl)cc1
→ 5, 2, 3, -1, -4, -6, -10, 2, 0
- COc1ccc(N2CCN(C(=O)c3ccc(CS(=O)(=O)c4ccccc4C)o3)CC2)cc1
→ 1, 1, 9, 1, 0, 0, 5, 3, 6
- COc1ccc(-c2cc(CNS(=O)(=O)c3ccccc3)on2)cc1
→ 1, 1, -7, 0, 0, 3, 5, 10, 4
- O=C(C(=O)N1CCN(c2ccccc2F)CC1)c1cn(CC(=O)N2CCOCC2)c2ccccc12
→ 0, 0, -7, 2, -2, 5, 4, -2, 10
- Cc1cccc(N2CCN(CC(=O)Nc3ccc(S(=O)(=O)N4CCOCC4)cc3)CC2)c1C
→ 6, 9, 13, 0, -14, 12, 3, -1, 1
- CC(=O)c1cc(CN2CCC(n3nccc3NC(=O)c3ccccc3C)CC2)cs1
→ 4, 6, 5, 2, -7, -8, 2, 3, 2
- COc1cc(C2C(C(=O)c3cccs3)=C(O)C(=O)N2Cc2ccco2)cc(OC)c1OC (configuration not stated)
→ 8, 14, -5, 1, -8, 2, 7, 12, -1
- CCn1cc(C(=O)NCCc2ccc(OC)c(OC)c2)c(=O)c2cc(S(=O)(=O)N3CCOCC3)ccc21
→ -2, 2, 6, 2, 1, 5, -1, 3, 2
- O=C(CCC(=O)OCC(=O)c1ccc([N+](=O)[O-])cc1)NC1CCCCC1
→ 0, -2, 3, 4, -6, 7, 3, 5, 8
- O=C(Cc1ccc2c(c1)OCCO2)N/N=C/c1ccco1
→ -1, 3, 1, -2, -1, 12, 1, ., 1
- N#C/C(=C\c1ccco1)C(=O)Nc1cccc2ncccc12
→ 1, 5, 2, 0, 2, 2, -2, 6, 0
- O=C1CCC(N2C(=O)c3ccccc3C2=O)C(=O)N1 (configuration not stated)
→ 2, 7, -1, -2, -2, 10, 5, 8, -1
- NC(=O)c1c(NC(=O)c2cccc(N3C(=O)CCC3=O)c2)sc2c1CCCCC2
→ 1, 1, -5, 7, -1, -2, -1, 3, 3
- Cc1ccc(C(C)NC(=O)c2cc3ccccc3oc2=O)cc1C (configuration not stated)
→ 1, 7, 1, 2, 4, 1, 3, 2, 9
- CCOc1cc(/C=C2\SC(=S)N(C(C(=O)O)c3ccccc3)C2=O)ccc1O (configuration not stated)
→ -124, -234, -136, -82, -75, -122, -144, -171, -93
- CC1CC(C)CN(C(=O)COC(=O)c2ccc([N+](=O)[O-])o2)C1 (configuration not stated)
→ 0, 3, -2, 5, -14, 11, 0, ., 1
- CCC(C)NC(=O)C1CCN(S(=O)(=O)N2CCC3(CC2)OCCO3)CC1 (configuration not stated)
→ 1, 5, 2, 7, -3, 3, 1, 10, 5
- O=C(N/N=C/C(Br)=C/c1ccccc1)c1cc(-c2ccco2)[nH]n1
→ -17, -27, 0, -11, -4, -16, -15, -10, 12
- COC(=O)CCc1nc2c(C#N)c(-c3ccc(Cl)cc3)ccn2n1
→ 2, 9, 9, -3, -3, 6, 1, -1, 0
- Cc1ccc(-c2noc(C3CCN(C(=O)Nc4ccc(C#N)cc4)CC3)n2)o1
→ 0, 4, 0, -1, -3, 0, 1, -11, 0
- COC(=O)c1ccc(C2/C(=C(/O)c3ccc(OC(C)C)cc3)C(=O)C(=O)N2c2cc(C)on2)cc1 (configuration not stated)
→ 0, 1, 9, 2, 3, 1, 4, 4, 3
- COc1ccc([N+](=O)[O-])cc1N(CC(=O)NCCSc1ccc(C)cc1)S(C)(=O)=O
→ -1, -3, 13, 31*, 4, 4, 8, 6, -7
- CCOC(=O)c1ccc(NC(=S)N(Cc2cccnc2)Cc2ccco2)cc1
→ 1, 3, -1, -1, -3, 5, 6, -3, 1
- O=C(Cn1c(-c2ccccn2)nc2ccccc21)N/N=C/c1cccnc1
→ -3, -1, 4, ., 1, ., ., -1, 5
- Cc1cc(C)c(NC2=CC(=O)CC(C)(C)C2)c(C#N)c1
→ -2, 4, 10, -5, 6, 1, -14, 5, -2
- O=C(Nc1ccc2c(c1)OCO2)C1CCN(C(=O)c2ccc([N+](=O)[O-])cc2)CC1
→ 0, 16, 9, 7, -2, 6, -1, 6, 6
- CCN(c1ccccc1)S(=O)(=O)c1ccc(OC)c(OC)c1
→ -3, -3, -3, 9, -3, 0, -4, 4, 2
- Cc1ccccc1CSCC(=O)Nc1ccccc1F
→ 2, 3, -3, 3, 2, 8, 2, 5, -3
- O=C(c1ccc2c(=O)n3c(nc2c1)CCCCC3)N1CCN(Cc2ccccc2)CC1
→ 2, -1, 14, 0, 3, 3, 1, 4, 4
- O=C(c1cc(-c2ccncc2)nc2ccc(Cl)cc12)N1CCN(Cc2ccc3c(c2)OCO3)CC1
→ -4, -3, -24, 3, 1, 2, 1, -7, 3
- COc1ccc(C(=O)Nc2cc3c4c(c2)CC(=O)N4CCC3)c(OC)c1
→ 2, 8, 28, 2, -3, 7, -15, 12, 9
- CCc1nnc(NC(=O)c2c(OC)cccc2OC)s1
→ -3, 1, -3, 2, -2, 0, -2, 2, -4
- CCOC(=O)c1sc(NC(=O)C2CC(=O)N(c3ccc(OC)cc3)C2)nc1C (configuration not stated)
→ -3, 0, 0, 1, 2, 4, 12, 1, 1
- O=C(CCN1CCC(c2ccc(Cl)s2)=N1)c1ccc(Cl)s1
→ -4, 0, 5, ., -2, ., ., -6, 0

Quoted from the listing.
In PAFAH1B3 FP inh, CC1CC(C)CN(C(=O)COC(=O)c2ccc([N+](=O)[O-])o2)C1 (configuration not stated) reads 11
In LYPLA1 inh, COc1ccc([N+](=O)[O-])cc1N(CC(=O)NCCSc1ccc(C)cc1)S(C)(=O)=O reads -1
In PAD4 inh, O=C(c1ccc2c(=O)n3c(nc2c1)CCCCC3)N1CCN(Cc2ccccc2)CC1 reads 3
In LYPLA1 inh, CCOC(=O)c1sc(NC(=O)C2CC(=O)N(c3ccc(OC)cc3)C2)nc1C (configuration not stated) reads -3
In PAFAH1B3 FP inh, COC(=O)CCc1nc2c(C#N)c(-c3ccc(Cl)cc3)ccn2n1 reads 6
In PAFAH2 inh, CCOC(=O)c1ccc(NC(=S)N(Cc2cccnc2)Cc2ccco2)cc1 reads 6
In PAD4 inh, CCC(C)NC(=O)C1CCN(S(=O)(=O)N2CCC3(CC2)OCCO3)CC1 (configuration not stated) reads -3

Some of the compounds tested; rates above refer to the full screens.
